Screens from PubChem.
KCNK3 inh: human KCNK3 channel inhibition, primary screen. O14649. CHO-KCNK3 thallium flux, FluxOR fluorescence; hits give low values. B-score at 10 µM. 340,000 tested, 0.84% active. AID 602410;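 active = B-score under library mean minus 4 SD, starting fluorescence ratio at most library mean plus 5 SD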;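 note: more negative B-score means stronger inhibition of thallium flux through KCNK3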
RGS4 pot: RGS4 potentiation or activation. HEK293 M3R/inducible RGS4, carbachol calcium flux Fluo4; hits give low values. B-score at 10 µM. 310,000 tested, 0.92% active. AID 463111;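 active = B-score of the integrated calcium signal more than 4 SD below the library mean, with starting fluorescence not abnormally high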;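 note: negative B-score means reduced calcium response which marks RGS4 activation or potentiation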
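System – HEK293 FlpIn-TREx cells, stable M3R, doxycycline-inducible RGS4 · Reagent – ECmax carbachol challenge · Times – compound preincubation 20 min at room temperature before agonist · Technique – Fluo4 fluorescence kinetic imaging of calcium · Measure – B score of integrated Fluo4 ratio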
KCNQ1 block: inhibitors of human KCNQ1 potassium channel | P51787 | CHO-K1 KCNQ1, FluxOR thallium flux fluorescence; hits give high values | B-score at 10 µM | 310,000 tested, 1.3% active | AID 2642;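 active = compounds whose thallium flux B-score, printed positive for inhibition, exceeds three library SD while starting fluorescence stays within three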;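 note: channel opened by potassium depolarization with thallium stimulus after 20 min compound exposure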
hERG protect: hERG (human) protection from proarrhythmic block. Q12809. CHO-hERG, FluxOR thallium flux, dofetilide IC70 present. activation (rescue from dofetilide block), less the hit threshold, % at 10 µM. 310,000 tested, 0.51% active. AID 1511;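 active = activation above the mean of controls blocked by dofetilide plus 5 SD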;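 note: thallium influx through hERG after potassium depolarization seen as dye fluorescence rise; in these data hits start at about 4.7%; inactives centre near -7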
HDAC3 inh: inhibitors of human histone deacetylase 3. inhibition, % at 8.3 µM. O15379. recombinant HDAC3, fluorogenic peptide/trypsin coupled, fluorescence. 320,000 tested, 0.15% active; in the data active = inhibition above about 26%, passing the limit was not always enough; inconclusive = no clear call, values can overlap the other calls
ANO1 block: inhibitors of mouse TMEM16A calcium-activated chloride channel; Q8BHY3; HEK293 TMEM16A/YFP iodide influx fluorescence, ionomycin; normalized B-score (activity score, 25-100; higher = stronger inhibition) at 10 µM; 310,000 tested, 1.2% active;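 active = ratio plate-corrected score three or more library SD toward inhibition, starting fluorescence score within five deviations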;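 note: score derived from kinetic fluorescence span divided by baseline fluorescence per well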
Target sequence (Q8BHY3 whole entry, looked up): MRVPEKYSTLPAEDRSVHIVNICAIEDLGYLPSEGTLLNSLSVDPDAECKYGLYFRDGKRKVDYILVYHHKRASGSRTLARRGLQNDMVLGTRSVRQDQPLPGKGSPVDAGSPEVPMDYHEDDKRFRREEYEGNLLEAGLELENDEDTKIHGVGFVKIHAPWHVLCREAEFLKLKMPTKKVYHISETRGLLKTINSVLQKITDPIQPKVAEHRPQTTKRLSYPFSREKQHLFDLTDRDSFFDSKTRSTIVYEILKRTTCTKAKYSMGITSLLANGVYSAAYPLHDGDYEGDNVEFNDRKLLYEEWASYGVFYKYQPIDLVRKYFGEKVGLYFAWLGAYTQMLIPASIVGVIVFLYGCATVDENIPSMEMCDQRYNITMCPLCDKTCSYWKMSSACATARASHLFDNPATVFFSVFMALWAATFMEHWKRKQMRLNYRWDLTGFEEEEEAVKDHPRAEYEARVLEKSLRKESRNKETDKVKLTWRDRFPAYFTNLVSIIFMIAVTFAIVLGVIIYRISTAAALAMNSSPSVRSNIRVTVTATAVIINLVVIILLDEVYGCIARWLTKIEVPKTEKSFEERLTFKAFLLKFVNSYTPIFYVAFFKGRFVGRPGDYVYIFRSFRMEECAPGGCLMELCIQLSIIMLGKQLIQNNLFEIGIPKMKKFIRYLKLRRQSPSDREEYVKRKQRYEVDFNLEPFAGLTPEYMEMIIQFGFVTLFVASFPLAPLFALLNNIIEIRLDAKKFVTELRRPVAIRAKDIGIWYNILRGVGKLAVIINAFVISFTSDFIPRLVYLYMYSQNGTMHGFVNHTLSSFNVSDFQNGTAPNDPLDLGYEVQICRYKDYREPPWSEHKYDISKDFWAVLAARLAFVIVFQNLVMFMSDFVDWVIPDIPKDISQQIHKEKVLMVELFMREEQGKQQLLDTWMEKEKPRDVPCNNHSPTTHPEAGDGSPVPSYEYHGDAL
KCNK9 block: inhibitors of human KCNK9 two-pore domain potassium channel | B-score at 10 µM | Q9NPC2 | 310,000 tested, 1.2% active | HEK293 KCNK9, FluxOR thallium flux fluorescence; hits give low values;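 active = ratio B-score over 3 SD below the library mean, with starting fluorescence within 5 SD of its mean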;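 note: negative B-score means less thallium flux so channel inhibition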
ANO1 activ: activators or potentiators of mouse TMEM16A chloride channel | Q8BHY3 | HEK293 TMEM16A/YFP-H148Q/I152L, iodide quench fluorescence; hits give low values | B-score at 10 µM | 340,000 tested, 0.3% active;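 active = fluorescence-ratio B-score plate-corrected deviation score at least 3 library SD below zero, with starting fluorescence score within 5 deviations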;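 note: channel opened by trigger with iodide after compound preincubation; score built on the fluorescence ratio of max minus min over baseline; more negative score means more quench and so TMEM16A activation or potentiation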
KCNQ1 pot: potentiates or activates the human KCNQ1 potassium channel; CHO-K1 KCNQ1, thallium flux FluxOR fluorescence; hits give high values; B-score at 10 µM; 310,000 tested, 0.35% active;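 active = fluorescence ratio B-score, a plate-corrected score, at least three library SD, with initial intensity B-score within 5 SD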
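System: CHO-K1 cells stably expressing KCNQ1 / Medium: assay buffer for compound exposure, DMSO matched across wells / Reagent: thallium- and potassium-containing depolarizing buffer / Compound: one concentration, matched DMSO / Incubation: 20 min compound pretreatment at room temperature / Measured by: kinetic FluxOR fluorescence, 10 s baseline plus 110 s post-stimulus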
SKKanGAS inh: inhibitors of SKKanGAS S. pyogenes growth in kanamycin (SK-promoter or general growth effect). 300,000 tested, 1.3% active. AID 1662. BacTiter-Glo, 6 h. inhibition, % at 7.5 µM;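 active = mean replicate score, as percent of positive control median, at least 50; inconclusive = mean below 50 but one replicate at or above 50; inactive = mean and every replicate below 50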;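 note: strain carries kanamycin resistance gene driven by streptokinase promoter and grows in 40 µg/ml kanamycin; loss of luminescence reflects streptokinase promoter inhibition or plain growth inhibition; 0% = median of DMSO wells and 100% = positive control at its reference dose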
RGS4 block: inhibitors of human RGS4 | P49798 | HEK293 M3R/RGS4 inducible, Fluo-4 calcium flux; hits give high values; triggered by carbachol at its EC20 | B-score at 10 µM | 310,000 tested, 0.45% active | AID 463165;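 active = B-score, a plate-corrected calcium signal, over three deviations above library mean, with baseline fluorescence within five deviations of library mean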;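 note: RGS4 expression induced by doxycycline in cells with stable M3 receptor; B-score is computed from the integrated fluorescence ratio over baseline after carbachol; higher B-score means a larger calcium signal and so more RGS4 inhibition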
The depositor's hits bear a star; i = inactive; ? = inconclusive; · = no result given; & = joins results of further samples.

SMILES | KCNK3 inh | RGS4 pot | KCNQ1 block | hERG protect | HDAC3 inh | ANO1 block | KCNK9 block | ANO1 activ | KCNQ1 pot | SKKanGAS inh | RGS4 block
CCCCc1cc(=O)oc2cc(C)cc(OCC(=O)Nc3ccccn3)c12 | i | i | i | -4 | -1 | i | i | i | i | 6 | i
CCn1cc(CNC(=O)c2ccc(C)s2)cn1 | i | i | i | -2 | -3 | i | i | i | i | -1 | i
CC(C)c1cccc(C(C)C)c1NC(=O)CN1CCCC1 | i | i | i | -5 | -1 | i | i | i | i | -1 | i
N#Cc1cnn2c(-c3cccc(C(F)(F)F)c3)ccnc12 | i | i | i | -10 | 4 | i | i | i | i | 0 | i
N#C/C(=C\c1ccc(-c2cccc([N+](=O)[O-])c2)o1)c1nnc(N2CCOCC2)n1-c1ccccc1 | · | i | i | -29 | 3 | i | i | · | i | 17 | i
Cc1cc2cc(CNC(=O)Cc3ccc([N+](=O)[O-])cc3)ccc2[nH]1 | i | i | i | -17 | -10 | i | i | i | i | -3 | i
Nc1nc(-c2ccco2)nn1C(=O)c1ccc(Cl)cc1 | i | i | i | -3 | ? | i | i | i | i | -4 | i
CCOC(=O)C1(CC2CCCCO2)CCN(S(=O)(=O)c2cc(C)cs2)CC1 (configuration not stated) | i | i | i | -21 | -2 | i | i | i | i | -11 | i
CCN1CCN(Cc2cc(=O)oc3ccc(C)cc23)CC1 | i | i | i | -8 | 3 | i | i | i | i | -2 | i
CCOCCCN(C(=O)Cn1nnc(-c2ccc(C)o2)n1)C(C(=O)NCC1CCCO1)c1ccc(F)cc1 (configuration not stated) | i | i | i | -12 | 3 | i | i | i | i | -2 | i
CC(C)(C)NC(=O)CN(C(=O)c1snc(C(=O)NC2CCCCC2)c1N)c1ccc(F)cc1 | i | i | i | -11 | -17 | i | i | i | i | 2 | i
Nc1nc(N)c2sc3nc(C(F)(F)F)cc(C(F)(F)F)c3c2n1 | i | i | i | -6 | 13 | i | i | i | i | -4 | i
O=C(C(=O)N1CCCC1CO)N1CCCC1CO (configuration not stated) | i | i | i | -3 | -3 | i | i | i | i | -1 | i
Cc1cc(C)cc(CC(Cc2nc3ccccc3[nH]2)c2nc3ccccc3[nH]2)c1 (configuration not stated) | i | i | 12* | -8 | -8 | i | -8.1* | i | i | 57* | i
O=C(CCCCl)Nc1nc(-c2ccc3c(c2)OCCO3)cs1 | i | i | i | -3 | -3 | i | i | i | i | 7 | i
CC1CCCC(C)N1C(=O)CSc1nc2ncnc(N)c2[nH]1 (configuration not stated) | i | i | i | -6 | -2 | i | i | i | i | -15 | i
Cc1cccc(S(=O)(=O)N(CC(=O)Nc2ccccc2C)Cc2ccco2)c1 | i | i | i | -18 | 7 | i | i | i | i | -1 | i
CCC(C)NC(=O)c1ccc(CSCc2ccc(Cl)cc2)o1 (configuration not stated) | i | i | i | -4 | 8 | i | i | i | i | -8 | i
Cc1ccc[n+](CC(=O)Nc2ccc([N+](=O)[O-])cc2Cl)c1 | i | i | i | -7 | 6 | i | i | i | i | 3 | i
Cc1c(CCC(=O)O)c(=O)oc2cc3occ(-c4ccccc4)c3cc12 | i | i | i | -18 | 5 | i | i | i | i | 29 | i
FC(F)(F)c1ccccc1NC(=S)N1CCN(c2ncccn2)CC1 | i | i | i | -2 | -1 | i | i | i | i | -3 | i
O=C(c1ccnc(Cl)c1)N1CCCC(Nc2ccc(F)cc2)C1 (configuration not stated) | i | i | i | -1 | 1 | i | i | i | i | 0 | i
CC(c1c(O)c2ccccc2[nH]c1=O)C1(C)CCC(O)C(C)(C)O1 (configuration not stated) | i | i | i | -6 | -2 | i | i | i | i | 0 | i
COc1cc(NC(=O)CCS(=O)(=O)c2ccc3c(c2)n(C)c(=O)c(=O)n3C)cc(OC)c1 | i | i | i | -5 | 4 | i | i | i | i | -1 | i
COc1ccc(C(C(=O)NC2CCCC2)N(CC2CCCO2)C(=O)Cc2cccs2)cc1OC (configuration not stated) | i | i | i | -2 | -5 | i | i | i | i | -9 | i
CC(C)CSc1nc2c(c(=O)[nH]c(=O)n2C)n1CCc1ccccc1 | i | i | i | -3 | -4 | i | i | i | i | 2 | i
Cc1cccc(C(=O)NC(=S)NC(C)c2ccccc2)c1 (configuration not stated) | i | i | i | -9 | -5 | i | i | i | i | -8 | i
O=C(NCc1nnc(SCC(=O)N2CCCCCC2)o1)c1ccccc1F | i | i | i | -7 | -4 | i | i | i | i | -5 | i
CCOC(=O)C1=C(COC(=O)c2cccc(Cl)c2)NC(=O)NC1C (configuration not stated) | i | i | i | -9 | 8 | i | i | i | i | -2 | i
Cc1cccc(C)c1OCc1cc(C(=O)N(Cc2c(C)nn(C)c2C)C2CC2)no1 | i | i | i | -13 | -4 | 25* | i | i | i | -2 | i
CCN(CC)CCCNc1nc(CN2CCOCC2)nc2sc3c(c12)CCC3 | i | i | i | -14 | -4 | i | i | i | i | -2 | i
CC/C(=C/c1sc2ccc(C)cc2[n+]1CCCS(=O)(=O)[O-])SC | · | i | i | -8 | 3 | i | i | · | i | 5 | i
C(=NC12CN3CN(CN(C3)C1)C2)c1ccc2c(c1)OCO2 | i | i | i | -8 | -4 | i | i | i | i | -2 | i
O=C(NCCS(=O)(=O)N1CCN(c2ccccc2)CC1)c1ccccc1F | i | i | i | -13 | 2 | i | i | i | i | -6 | i
COc1ccc(NC(=O)CCCC(=O)c2ccccc2)cc1OC | i | i | i | -3 | -2 | i | i | i | i | -4 | i
COc1ccccc1CCCNC(=O)C1CCC(=O)N(CCCN2CCCC2=O)C1 (configuration not stated) | i | i | i | -10 | 1 | i | i | i | i | -4 | i
O=C(O)c1cccc(-n2cccc2/C=N/O)c1 | i | i | i | -12 | -1 | i | i | i | i | 6 | i
COC(=O)Cc1csc(NCc2ccccc2)n1 | i | i | i | -3 | -3 | i | i | i | i | 2 | i
Cc1ccc(Cl)cc1N1CCN(C(=O)c2cccc3c(=O)c(C)c(-c4ccccc4)oc23)CC1 | i | i | i | -12 | · | · | i | i | i | 53* | i
CCOc1ccc(OCC)c(S(=O)(=O)NCc2ccc3c(c2)OCO3)c1 | i | i | i | -12 | · | i | i | i | i | -4 | i
CN(C)S(=O)(=O)c1ccc(C(=O)Nc2ccc(S(=O)(=O)NC3=NCCCCC3)cc2)cc1 | i | i | i | -9 | 8 | i | i | i | i | 0 | i
COc1cccc(OCC(O)CN2CCN(c3ccccc3)CC2)c1 (configuration not stated) | i | i | i | -3&-6 | -4&0 | i | i | i | i | -7&-1 | i
NC(=O)c1ccsc1NC(=O)c1coc2ccccc2c1=O | i | i | i | -9 | -3 | i | i | i | i | -8 | i
COc1ccc(C)cc1-n1ccn(CC(=O)Nc2ccc(Br)cc2F)c(=O)c1=O | i | i | i | -6 | -7 | i | i | i | i | -6 | i
O=C(Nc1ccccc1)Nc1ccc(F)cc1F | i | i | i | -7 | 3 | i | i | i | i | -2 | i
O=C(O)C(Cc1c[nH]c2ccccc12)NS(=O)(=O)c1ccc(Br)cc1 (configuration not stated) | i | i | i | -3 | -5 | i | i | i | i | -4 | i
COc1ccc(-c2c(C#N)c(N)nc3sc(C(=O)c4ccccc4)c(N)c23)cc1 | i | i | i | -8 | -3 | i | i | i | i | 53* | i
O=C(NCc1n[nH]c(=S)n1-c1ccc(F)cc1)c1ccc(S(=O)(=O)N2CCCC2)cc1 | i | i | i | -8 | 22 | i | i | i | i | 6 | i
CCc1ccc(OCC(=O)Nc2ncc3c(n2)CC(C)(C)CC3=O)cc1 | i | i | i | -10 | 4 | i | i | i | i | -2 | i
O=C(NCCCN1CCOCC1)c1cc(-c2ccccc2)nc2ccccc12 | i | i | i | -16 | -3 | i | i | i | i | -5 | i
CCCn1cc(S(=O)(=O)c2ccccc2)c(=O)c2cc(OCC)ccc21 | i | i | i | -10 | -3 | i | i | i | i | -5 | i
CC(NC(=O)c1ccc(NC(=O)c2ccco2)cc1)c1ccccc1 (configuration not stated) | i | i | i | -7 | · | i | i | i | i | 0 | i
Cc1ccc(S(=O)(=O)Nc2ccc(Oc3cccnc3)nc2)cc1 | i | i | i | -9 | -1 | i | i | i | i | 0 | i
c1ccc(CN2CCN(c3cnc4ccccc4n3)CC2)cc1 | i | i | i | -8 | -4 | i | i | i | i | 1 | i
COC(=O)Cc1[nH]n(-c2nc3ccccc3s2)c(=O)c1C(C)=O | i | i | i | -4 | 3 | i | i | i | i | -4 | i
CCC(CC)NC(=O)/C=C/c1ccccc1Cl | i | i | i | -7 | 1 | i | i | i | i | 2 | i
CCC(=O)c1ccc(OCC(O)CN(CCc2ccccc2)Cc2ccccc2)cc1 (configuration not stated) | i | -8.3* | 7* | -21 | 0 | 100* | i | i | i | 4 | i
O=c1[nH]c(CSc2nc3ccccc3s2)nc2cc(Cl)ccc12 | · | i | i | -15 | -7 | i | i | · | i | 21 | i
CCN(CC)c1ccc(/C=C(\C#N)c2ccccn2)cc1 | -11* | i | 6* | -18 | 12 | i | i | i | i | 6 | i
COc1ccc(-c2nc3cc(C)ccn3c2NCc2ccc3c(c2)OCO3)cc1 | i | i | 7* | -25 | -21 | i | i | i | i | -5 | i

(further entries)
SMILES | KCNK3 inh | RGS4 pot | KCNQ1 block | hERG protect | HDAC3 inh | ANO1 block | KCNK9 block | ANO1 activ | KCNQ1 pot | SKKanGAS inh | RGS4 block
Cc1ccc(S(=O)(=O)NCCc2nnc(SCc3cccnc3)n2C)cc1 | i | i | i | -7 | -11 | i | i | i | i | 1 | i
CN(C)CCN(C(=O)c1ccc2ccccc2c1)c1nc2cc3c(cc2s1)OCCO3 | i | i | i | -20 | · | i | i | i | i | 7 | i
O=C(N/N=C\c1ccccc1OCc1ccccc1)c1ccco1 | i | i | i | -10 | 6 | i | i | i | i | -12 | i
CCOc1ccc(NC(=O)CSc2nc(=O)n(Cc3ccccn3)c3c2CCC3)cc1 | i | i | i | -14 | · | i | i | i | i | -4 | i

The order is random; 6.3% or so of the library scored in one or more.
